Bioassay records (PubChem BioAssay)
All columns: NCI-60 one-dose screen, growth in % after 48 h at 10 µM unless noted; 100 = growth as untreated, 0 = no growth, -100 = all killed.
IGROV1: IGROV1 ovarian cancer; 4.7% of 79,000 active; AID 1794786
OVCAR-5: OVCAR-5 ovarian cancer. AID 1794783. 2.9% of 82,000 active
SK-OV-3: SK-OV-3 ovarian cancer cells; 3.2% of 80,000 active; AID 1794785
NCI/ADR-RES: NCI/ADR-RES ovarian cells; 4.4% of 81,000 active; AID 1794790
OVCAR-8: OVCAR-8 ovarian cancer. 4.4% of 81,000 active. AID 1794782
OVCAR-3: OVCAR-3 ovarian cancer; 7% of 79,000 active; AID 1794787
OVCAR-4: OVCAR-4 ovarian cancer cells; 3.7% of 80,000 active
DU-145: DU-145 prostate cancer | 4.2% of 81,000 active
Active calls of the source: *; / = no result given; & = joins results of further samples; [ ] = remark or other dose. The calls were made as follows: active = growth percent below 10; inactive = the rest.

SMILES | IGROV1 | OVCAR-5 | SK-OV-3 | NCI/ADR-RES | OVCAR-8 | OVCAR-3 | OVCAR-4 | DU-145
COc1cccc(NC(=S)NCc2cccnc2)c1 | 106.4 | 115.7 | 94.3 | 101.6 | 118.3 | 109.8 | 99.4 | 111.0
Cc1cc(NC(=O)C2=C(O)c3ccccc3S(=O)(=O)N2C)no1 | 105.8 | 102.3 | 108.5 | 101.4 | 100.6 | 108.6 | 103.6 | 116.8
ICC1COC(CI)CO1 (stereo not drawn) | 111.0 | 91.3 | 97.4 | 106.8 | 101.3 | 128.1 | 101.6 | 104.4
COC(=O)[C@@H](CCCCNC(=O)[C@]12CCC(C)(C)C[C@@H]1C1=CC[C@@H]3[C@@]4(C)CCC(=O)C(C)(C)[C@@H]4CC[C@@]3(C)[C@]1(C)CC2)NC(=O)[C@]12CCC(C)(C)C[C@@H]1C1=CC[C@@H]3[C@@]4(C)CCC(=O)C(C)(C)[C@@H]4CC[C@@]3(C)[C@]1(C)CC2 | 101.3 | 100.9 | 99.3 | 107.8 | 106.8 | 108.9 | 110.1 | 109.0
CCOC(=O)C(C)OC(=O)C(C)O (stereo not drawn) | 91.5 | 114.5 | 98.3 | 99.2 | 101.0 | 107.3 | 104.0 | 107.4
CC1=C(C(=O)c2ccccc2)C(c2ccc(N(C)C)cc2)n2c(nc3ccccc32)N1 (stereo not drawn) | 104.9 | 95.1 | 99.2 | 94.3 | 101.6 | 103.5 | 96.1 | 99.8
Cc1ccc(S(=O)(=O)/N=C2\NNC(C)(c3ccccc3O)N2C(Cc2c[nH]c3ccccc23)C(=O)O)cc1 (stereo not drawn) | 105.5 | 103.9 | 117.5 | 93.1 | 88.8 | 94.5 | 73.3 | 99.9
COc1ccc(-c2nc3ccccc3n2CC(=O)N=Nc2c(O)[nH]c3ccc(OC)cc23)cc1 | 45.7 | 86.8 | 104.1 | 48.0 | 6.2* | 35.5 | 50.8 | 3.7*
COc1ccc(/C=C/c2ccc(/C=C/C(=O)c3ccc(Cl)cc3)cc2)cc1 | / | 102.0 | 102.4 | 109.2 | 109.3 | 100.6 | 101.6 | 102.7
CC(CCc1ccc(Cl)c(Cl)c1)NCc1ccc(C(C)(C)C)cc1 (stereo not drawn) | 90.3 | 91.3 | 93.6 | 86.3 | 85.8 | 98.2 | 88.1 | 101.2
COc1ccc(COC2CCC(=O)N2)cc1O (stereo not drawn) | 108.3 | 102.2 | 104.7 | 105.5 | 102.0 | 110.3 | 101.0 | 110.3
CCc1ccc2c(c1)C(=O)c1ccccc1C2=O | 90.6 | 100.9 | 103.8 | 99.7 | 95.5 | 111.3 | 113.3 | 118.6
C#CCC1(c2cccs2)NS(=O)(=O)c2ccccc21 (stereo not drawn) | 103.5 | 94.9 | 91.4 | 100.7 | 109.5 | 114.1 | 94.5 | 117.5
COc1ccc(-c2nc(SCCC(C)C)nc(NN)c2C#N)cc1 | 66.9 | 92.6 | 77.2 | 55.8 | 78.1 | 73.3 | 66.9 | 78.9
Nc1cnc(=S)[nH]c1N | 99.4 | 96.3 | 115.9 | 104.7 | 105.6 | 131.4 | 93.0 | 116.3
C/C(=C\C(C)c1ccccc1)[N+](=O)[O-] (stereo not drawn) | 107.4 | 100.1 | 106.4 | 101.9 | 99.2 | 111.9 | 116.3 | 111.7
N/C(=N\c1nc2ccccc2s1)NC(=O)N(Cc1ccccc1)Cc1ccccc1 | 81.2 | 99.6 | 90.2 | 75.6 | 84.9 | 89.0 | 76.4 | 94.0
CNC(=O)c1cc(N2CCc3c2ccc(NC(=O)Nc2cc(C(F)(F)F)cc(C(F)(F)F)c2)c3F)ccn1 | 101.8 | 108.0 | 106.5 | 107.3 | 102.8 | 111.8 | 102.6 | 109.7
CN1C(=O)C(C(=O)/C=C/c2ccccc2C(=O)O)C(=O)N(C)C1=O | 119.1 | 103.8 | 88.8 | 114.4 | 101.6 | 110.1 | 108.8 | 111.0
C=C(C)[C@@H]1CCC=C2CC[C@]3(C)[C@H](CC[C@@H]4[C@@]5(C)Cc6c(n(CC#CCN7CCN(C)CC7)c7ccccc67)C(C)(C)[C@@H]5CC[C@]43C)[C@H]21 | 109.8 | 116.3 | 96.8 | 102.3 | 104.4 | 111.3 | 99.5 | 105.9
CN(C)CCCOC(=O)c1cc2ccccc2s1 | 97.7 | 102.4 | 94.2 | 102.8 | 102.6 | 109.9 | 99.6 | 110.6
CCCCOc1nc2ccccc2cc1/C=C/c1cc(/C=C/c2cc3ccccc3nc2OCCCC)n(-c2ccccc2)n1 | 97.9 | 102.5 | 92.6 | 105.9 | 95.9 | 106.7 | 108.8 | 112.5
CC1CN(CCCO)C(C)CN1CCCO (stereo not drawn) | 82.9 | 108.2 | 99.8 | 111.6 | 93.0 | 113.2 | 93.4 | 110.1
Cc1n[nH]c(=O)n(/N=C\c2c[nH]c3ccccc23)c1=O | 102.4 | 105.8 | 97.2 | 105.5 | 101.8 | 107.1 | 96.9 | 117.9
O=C(CBr)c1cc(-c2ccc(Cl)cc2)nc2cc(Cl)ccc12 | 70.0 | 95.2 | 99.4 | 98.5 | 80.0 | 67.8 | 83.6 | 89.0
N#CC(C#N)=CNCC1CC1 | 117.2 | 107.0 | 109.6 | 105.5 | 98.8 | 110.1 | 107.7 | 112.9
CSc1nc2c(c(=O)n1C)CN(C1CCCCC1)C(=O)C(c1ccccc1)N2 (stereo not drawn) | 52.5[100 µM] | 117.2[100 µM] | 79.0[100 µM] | 77.8[100 µM] | 49.9[100 µM] | 56.7[100 µM] | 46.0[100 µM] | 84.9[100 µM]
N#CC1=C(Nc2ccccc2Cl)SC(c2ccncc2)NC1=O (stereo not drawn) | 116.2&109.1 | 117.6&104.4 | 101.5&105.3 | 106.7&109.2 | 105.2&101.2 | 109.3&111.8 | 105.1&87.9 | 105.8&109.6
CCN(CC)C(C)(C)COC(=O)Nc1ccccc1Cl | 103.0 | 103.6 | 98.5 | 104.5 | 109.3 | 106.3 | 105.8 | 103.1
O=C(O)c1cn(C2CC2)c2cc(N3CCN(C(=O)N/N=C/c4ccc(Br)cc4)CC3)c(F)cc2c1=O | 74.2 | 96.6 | 77.1 | 99.2 | 92.0 | 84.1 | 77.6 | 86.3
CN(C)c1ccc(C2CC(c3ccccc3)=NN2/C=C2\SC(=O)NC2=O)cc1 (stereo not drawn) | 94.0 | 94.2 | 114.7 | 95.2 | 100.3 | 101.3 | 82.6 | 57.7
N#Cc1c(N)nc2c(c(N)nn2-c2ccccc2)c1-c1ccc(Cl)cc1 | 35.8 | 102.1 | 82.6 | 65.5 | 64.0 | 95.5 | 83.5 | 62.0
O=CN1N=C(c2cccc(Nc3ccncc3)c2)CC1c1ccc(F)cc1 (stereo not drawn) | 94.4 | 116.1 | 97.5 | 98.1 | 102.5 | 98.3 | 111.6 | 101.3
O=S(=O)(OCCOS(=O)(=O)c1ccc(Cl)cc1)c1ccc(Cl)cc1 | 89.6 | 96.8 | 103.4 | 87.2 | 92.2 | 77.1 | 69.8 | 64.0
COc1ccc(Nc2nc(N)n(S(=O)(=O)c3ccc(F)cc3)n2)cc1 | 108.4 | 100.9 | 118.4 | 102.7 | 107.4 | 106.1 | 96.1 | 98.9
S=c1[nH]cnc(S)c1Cl | 103.3 | 113.4 | 84.9 | 97.3 | 109.7 | 105.8 | 111.5 | 100.3
Cc1ccc(Nc2cc(=S)nc(N)[nH]2)cc1Cl | 92.8 | 100.9 | 98.2 | 96.6 | 102.0 | / | 96.0 | 96.8
CCN(CC)CCOc1ccc(/C(=C(\C)c2ccc(OC)c(F)c2)c2ccc(Cl)cc2)cc1 | 72.2 | 72.9 | 91.1 | 82.3 | 76.7 | 89.0 | 73.1 | 84.0
CC/C(=C(\CC)c1ccc(O)c(CN(CC)CC)c1)c1ccc(O)c(CN(CC)CC)c1 | 73.2 | 104.0 | 101.7 | 82.3 | 93.5 | 76.2 | 74.2 | 89.0
Oc1cccc(Nc2ccccc2)c1 | 104.8 | 98.5 | 98.9 | 98.6 | 96.4 | 104.6 | 111.2 | 112.5
CN1CCN(C(=O)C(C)(C)c2ccc(C(=O)Nc3cn4cc(-c5ccncc5)ccc4n3)cc2)CC1 | 6.7* | 18.3 | 9.3* | 21.1 | 14.6 | -37.4* | 2.8* | 16.1
O=c1c2sc3ncc(Cl)cc3c2nnn1-c1cccc(Cl)c1 | 63.0 | 86.2 | 40.7 | / | 79.8 | 24.7 | -7.2* | 65.3
Clc1ccc(C2=NN[C@H](c3cn(-c4ccccc4)nc3-c3ccccc3)C2)cc1 | 79.5 | 83.6 | 61.6 | 55.9 | 33.6 | 58.6 | 68.1 | 55.3
CC1[C@H]2[C@H](C[C@H]3[C@@H]4CC=C5c6sc(Nc7ccccc7F)nc6CC[C@]5(C)[C@H]4CC[C@@]32C)O[C@]12CC[C@@H](C)CO2 (stereo partly drawn) | -37.6* | -67.1* | -19.5* | -33.9* | -83.4* | -74.3* | -42.9* | -48.6*
O=C1C2C=CC1C1C(=O)C=CC21 (stereo not drawn) | 120.0 | 96.2 | 105.0 | 104.6 | 109.0 | 102.6 | 110.9 | 107.6
CCC(CCN(C)C)(OC(C)=O)c1ccccc1 (stereo not drawn) | 109.5 | 103.5 | 106.0 | 109.1 | 102.9 | 112.3 | 98.1 | 113.4
CCSc1nnc(Cc2ccc(OC)cc2)n1-c1ccccc1 | 102.7 | 112.2 | 99.3 | 93.1 | 101.1 | 102.5 | 92.5 | 102.6
O=C(Nc1ccc(F)cc1)c1n[nH]c2c1CCCCC2 | 112.2 | 111.1 | 109.8 | 103.2 | 103.1 | 110.5 | 101.3 | 108.0
Cc1cc(=O)n(C)c(SCC(=O)Nc2ccc(Br)cc2)n1 | 99.9 | 97.1 | 93.5 | 97.7 | 98.3 | 95.0 | 101.0 | 104.5
CN(C/C=C/C#CC(C)(C)C)Cc1cccc2ccccc12 | 106.2 | 119.5 | 99.4 | 91.1 | 91.6 | 101.4 | 80.0 | 109.6
CCSC(=O)n1ncc2cc(Cl)ccc21 | 113.2 | 100.2 | 106.0 | 103.3 | 111.1 | 114.5 | 98.1 | 113.9
Cc1nn(-c2ccc(Cl)cc2)c(=O)n1CCN1C(=O)CSC1=O | 86.0 | 85.4 | 93.3 | 88.0 | 134.5 | 75.0 | 88.6 | 94.5
C=CC(=O)N[C@@H](/C=C/C(=O)OCC)Cc1ccc(-c2cc(F)cc(F)c2)cc1 | 83.4 | 104.6 | 98.4 | 87.6 | 85.3 | 89.4 | 93.7 | 95.2
CCOc1ccccc1NC(=O)CCl | -12.0* | 124.5 | 109.3 | 105.7 | 86.9 | 95.4 | 45.9 | 105.0
CCc1cnc2ccccc2c1/C=C/c1ccc(N(C)C)cc1 | 42.0 | 75.0 | 38.5 | 21.8 | 59.5 | 16.9 | 79.3 | 68.4
O=C(NCCCNc1cc(-c2cn(-c3ccccc3)nc2-c2cccc(O)c2)ccn1)Nc1cccc(C(F)(F)F)c1 | 44.2 | 56.0 | 57.5 | 48.1 | 56.1 | 49.6 | 38.9 | 66.9
CCC(=O)Oc1ccc2ccccc2c1 | 105.7 | 103.2 | 98.9 | 96.8 | 100.3 | 107.6 | 100.5 | 113.2
CN(C)c1nc(NCCNS(=O)(=O)c2ccc(C(=O)/C=C/c3ccc(C(F)(F)F)cc3)cc2)nc(N2CCOCC2)n1 | -93.9* | 5.4* | 76.2 | -31.5* | 1.7* | -43.0* | 56.5 | 3.4*
COc1cc(/C=C/c2cc(/C=C/c3ccc(O)c(OC)c3)n(-c3ccccc3)c(=O)n2)ccc1O | 87.0 | 112.8 | 90.7 | 97.7 | 79.1 | 72.3 | 61.3 | 86.7
O=[N+]([O-])c1ccc(Br)c(Br)c1 | 105.0 | 109.4 | 99.0 | 99.9 | 101.5 | 105.3 | 124.3 | 100.3
O=C(O)c1cnc[nH]1 | 109.9 | 96.5 | 108.2 | 102.1 | 94.2 | 105.2 | 110.7 | 103.3
CC1=C(C(=O)OC(C)C)C(c2ccc3c(c2)OCO3)NC(=O)N1 (stereo not drawn) | 101.1 | 102.6 | 104.8 | 105.1 | 100.0 | 114.5 | 103.2 | 107.8

Among those listed so far, eight contain an NH in an aromatic ring.
SMILES | IGROV1 | OVCAR-5 | SK-OV-3 | NCI/ADR-RES | OVCAR-8 | OVCAR-3 | OVCAR-4 | DU-145
Cc1ccc(S(=O)(=O)/N=C2\NNC(C)(c3ccccc3O)N2C(Cc2c[nH]c3ccccc23)C(=O)O)cc1 (stereo not drawn) | 105.5 | 103.9 | 117.5 | 93.1 | 88.8 | 94.5 | 73.3 | 99.9
COc1ccc(-c2nc3ccccc3n2CC(=O)N=Nc2c(O)[nH]c3ccc(OC)cc23)cc1 | 45.7 | 86.8 | 104.1 | 48.0 | 6.2* | 35.5 | 50.8 | 3.7*
Nc1cnc(=S)[nH]c1N | 99.4 | 96.3 | 115.9 | 104.7 | 105.6 | 131.4 | 93.0 | 116.3
Cc1n[nH]c(=O)n(/N=C\c2c[nH]c3ccccc23)c1=O | 102.4 | 105.8 | 97.2 | 105.5 | 101.8 | 107.1 | 96.9 | 117.9
S=c1[nH]cnc(S)c1Cl | 103.3 | 113.4 | 84.9 | 97.3 | 109.7 | 105.8 | 111.5 | 100.3
Cc1ccc(Nc2cc(=S)nc(N)[nH]2)cc1Cl | 92.8 | 100.9 | 98.2 | 96.6 | 102.0 | / | 96.0 | 96.8
O=C(Nc1ccc(F)cc1)c1n[nH]c2c1CCCCC2 | 112.2 | 111.1 | 109.8 | 103.2 | 103.1 | 110.5 | 101.3 | 108.0
O=C(O)c1cnc[nH]1 | 109.9 | 96.5 | 108.2 | 102.1 | 94.2 | 105.2 | 110.7 | 103.3
